From PubChem BioAssay
Pf growth 48h: inhibits P. falciparum growth in the first generation, 48 h; P. falciparum luciferase growth in erythrocytes, 48 h; Potency, µM (series often up to 28.7 µM), for the others: at the highest dose activity change, negative = inhibition, hits mostly inhibitors; 310,000 tested, 5.9% active; AID 504832
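A one-generation exposure of luciferase-tagged malaria parasites in RPMI 1640/Albumax erythrocyte culture, 37 C and 5% CO2. Inhibition is inferred from decreased luminescence after adding detection reagent.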
LmPK inh: LmPK (Leishmania mexicana) enzyme inhibition; AID 1721; purified LmPK, Kinase-Glo ATP luminescence, 1 h; 290,000 tested, 0.37% active; Potency, µM (series often up to 57.5 µM), inactives show at the top dose activity change, negative = inhibition, most hits filed as inhibitors; Q27686
Target sequence (Q27686 whole entry, looked up): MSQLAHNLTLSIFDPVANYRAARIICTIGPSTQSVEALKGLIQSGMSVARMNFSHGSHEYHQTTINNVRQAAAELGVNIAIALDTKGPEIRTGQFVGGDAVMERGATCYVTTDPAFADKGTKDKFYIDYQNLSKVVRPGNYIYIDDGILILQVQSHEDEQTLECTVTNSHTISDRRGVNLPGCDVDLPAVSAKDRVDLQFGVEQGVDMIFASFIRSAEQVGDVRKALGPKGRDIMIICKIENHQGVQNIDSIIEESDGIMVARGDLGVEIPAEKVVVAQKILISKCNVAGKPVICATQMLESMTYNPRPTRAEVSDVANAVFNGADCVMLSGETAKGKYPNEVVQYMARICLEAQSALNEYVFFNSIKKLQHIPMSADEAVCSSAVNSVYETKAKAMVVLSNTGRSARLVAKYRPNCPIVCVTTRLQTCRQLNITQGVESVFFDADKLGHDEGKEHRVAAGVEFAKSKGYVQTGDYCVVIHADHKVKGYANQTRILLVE
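0.1 nM LmPK, 0.5 mM PEP, 0.1 mM ADP; 50 mM imidazole pH 7.2, 7 mM MgCl2, 50 mM KCl; 1 h RT. Kinase-Glo luminescence readout, normalized to no-enzyme (full inhibition) and uninhibited wells.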
Sm TGR inh: inhibitors of Schistosoma mansoni thioredoxin glutathione reductase | Q962Y6 | purified TGR, DTNB reduction, TNB absorbance 405 nm | Potency, µM (highest dose often 114 µM), for inactives: at the highest dose activity change, negative = inhibition, hits mostly inhibitors | 360,000 tested, 3% active | AID 485364; note: nearly all actives have a fitted effect of over 60% in size
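Kinetic colorimetric format: TGR-catalysed, NADPH-driven DTNB reduction monitored via TNB absorbance. Enzyme dispensed at 20 nM; compound exposure 15 min at room temperature before reaction start.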
HCV inh: blocks hepatitis C virus | Huh7.5.1 HCVcc-Cre infection, luciferase reporter, 44 h | Potency, µM (top dose mostly 41.8 µM), for inactives: at the highest dose activity change, negative = inhibition, hits mostly inhibitors | 340,000 tested, 3.4% active
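Cells (1,000/well) were plated 4 h before compound, then infected with HCVcc-Cre virus (~0.5 moi). After 44 h further culture, infection was read as luciferase luminescence following a 15 min substrate incubation at room temperature.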
Tb PYK inh: blocks Trypanosoma brucei pyruvate kinase; Q57TT1; TbPYK enzyme, Kinase-Glo Plus ATP luminescence, 45 min; Potency, µM (top dose mostly 76.8 µM), for inactives: at the top dose activity, negative = inhibition, actives largely listed as inhibitors; 410,000 tested, 0.12% active; AID 624173; note: nearly all actives have a fitted effect of over 50% in size
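Quantitative HTS: titrated library compounds versus trypanosomal pyruvate kinase in TEA buffer (pH 7.2) containing KCl, MgCl2, BSA and Tween-20. Reactions were initiated with ADP, 130 uM final. Kinase-Glo Plus luminescence was read after 45 min at RT.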
Pf growth 96h: P. falciparum growth inhibition at 96 hours. 320,000 tested, 6.9% active. Potency, µM (series often up to 28.7 µM), inactives show at the top dose activity change, negative = inhibition, usual class: inhibitors. P. falciparum luciferase reporter growth, 96 h
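Cell-based qHTS: luciferase-tagged P. falciparum in erythrocytes (2% hematocrit, 0.05% parasitemia final) incubated with compounds for 96 hours, 37 C, 5% CO2; luciferase detection reagent then added and luminescence measured.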
Active calls of the source: *; ? = inconclusive; · = no result given; & = joins results of further samples; [ ] = remark or other dose. Calls come from the whole dose curve; as a rule, active = well fitted curve in the direction sought with a large enough effect; inconclusive = small, poorly fitted or top-dose-only effect, or another doubt; inactive = no such curve, though single readings can be large; an effect the other way counts as inactive or inconclusive. % is set by controls: 0 for no effect and ±100 for the full control effect; potency is the fitted concentration of half-maximal effect. This is a random part of the collection; about 16% have a hit in one of these screens.

SMILES	Pf growth 48h	LmPK inh	Sm TGR inh	HCV inh	Tb PYK inh	Pf growth 96h
O=C(COC(=O)C1CCN(C(=O)c2ccc(Cl)cc2)CC1)Nc1ccccc1F	0%	·	5%	20%	-3%	22%
CCn1c(=S)[nH]c2nc3c(cc2c1=O)CCCC3	33%[activator]	1%	-16%	-11%	-12%	30%[activator]
Cc1ccc(NC(=O)COc2ccc(-n3cnnn3)cc2)cc1C	-5%	5%	-2%	?	6%	·
COCCn1c(-c2ccc(Cl)cc2)cnc1SCC(=O)NCc1cccs1	?	1%	5%	?	4%	?
COc1ccc(C2(C)CC(=O)NC2=O)cc1 (centres undefined)	-7%[0.00184 µM]	0%	-3%	5%	-1%	25%
O=C(CNC(=S)N(Cc1ccccc1)Cc1ccccc1F)NCc1ccccc1	499%[activator]	-1%	7%	-10%	-2%	?
Clc1cccc(Cl)c1Cn1nnc(-c2cccs2)n1	37%[activator]	-5%	0%	1%	-18%	-12%[5.75 µM]
O=C(CSc1nc2ccccc2c(=O)[nH]1)c1ccc(O)c(O)c1	8%	-3%	?	-2%	-12%	·
CN1CCN(S(=O)(=O)c2ccc(NC(=O)c3ccccc3F)cc2)CC1	?	1%	57%[activator]	3%	2%	-9%
COc1cccc(NC(=O)c2ccc3c(c2)OCCO3)c1	167%[activator]	25µM*	9%	-14%	-17%	?
CCOc1ccc(NC(=O)CSc2nc(NS(=O)(=O)c3ccc(C)cc3)cc(=O)[nH]2)cc1	-10%	3%	3%	-1%	2%	94%[activator]
O=C1CN(O)C(c2ccccc2Cl)=c2cc(Br)ccc2=N1	0%	1%	-3%	21%	3%	14%
COC(=O)c1ccccc1NC(=O)Cn1c(=O)n(CCC(=O)NC2CCN(Cc3ccccc3)CC2)c(=O)c2ccccc21	93%[activator]	0%	-8%	-10%	1%	9.3µM*
CCCCN(CCCC)c1nc2ccccc2nc1C(C#N)C(=O)NCCCOC (centres undefined)	?	-2%	?	6%	-4%	?
CC1CN(C2CCN(S(=O)(=O)c3ccc(F)cc3)CC2)CC(C)O1 (centres undefined)	-8%	-3%	40µM*	-12%	-11%	·
O=C(c1cc(-c2cccs2)on1)N1CCOCC1	221%[activator]	-17%	-32%	12%	4%	?
O=C(Nc1cccc(Cl)c1)Nc1cc(S(=O)(=O)N2CCOCC2)ccc1N1CCCC1	13%	3%	-2%	-14%	-7%	2%
O=C(Cc1sc(-c2ccccc2)nc1-c1ccccc1)Nc1ccccc1	?	0%	-7%	?	3%	·
Cc1ccc(CSC2=Nc3ccccc3C3=NC(=O)CN23)cc1	?	-4%	3%	7.9µM*	0%	?
COc1ccc(C2SCC(=O)N2CC23CC4CC(CC(C4)C2)C3)cc1 (centres undefined)	?	2%	1%	7%	-1%	·
CCOc1ccccc1N1CCN(Cc2ccc(Br)s2)CC1	0%	-4%	12%	-21%	5%	21%
O=C(NCc1n[nH]c(=S)n1-c1ccc(F)cc1)c1ccc(S(=O)(=O)N2CCOCC2)cc1	-14%	36%	10%	17%	-22%	-8%
Cc1ccc(NC(=O)COC(=O)CCc2ccc(S(=O)(=O)N3CCOCC3)cc2)cc1C	31%	6%	-6%	24%	0%	13%
Cn1c(-c2ccc(F)cc2)cnc1SCC(=O)NCc1ccco1	-16%	2%	32µM*	5%	-2%	262%[activator]
Cc1oc2c(c1C(=O)N1CCC(C)CC1)C(=O)c1ccccc1C2=O	0.23µM*	-2%	-19%	?	0%	0.093µM*

3 successive compounds already listed, quoted:
SMILES	Pf growth 48h	LmPK inh	Sm TGR inh	HCV inh	Tb PYK inh	Pf growth 96h
O=C(COC(=O)C1CCN(C(=O)c2ccc(Cl)cc2)CC1)Nc1ccccc1F	0%	·	5%	20%	-3%	22%
CCn1c(=S)[nH]c2nc3c(cc2c1=O)CCCC3	33%[activator]	1%	-16%	-11%	-12%	30%[activator]
Cc1ccc(NC(=O)COc2ccc(-n3cnnn3)cc2)cc1C	-5%	5%	-2%	?	6%	·

The listing picks up, repeating the five entries before the break.
SMILES	Pf growth 48h	LmPK inh	Sm TGR inh	HCV inh	Tb PYK inh	Pf growth 96h
CCOc1ccccc1N1CCN(Cc2ccc(Br)s2)CC1	0%	-4%	12%	-21%	5%	21%
O=C(NCc1n[nH]c(=S)n1-c1ccc(F)cc1)c1ccc(S(=O)(=O)N2CCOCC2)cc1	-14%	36%	10%	17%	-22%	-8%
Cc1ccc(NC(=O)COC(=O)CCc2ccc(S(=O)(=O)N3CCOCC3)cc2)cc1C	31%	6%	-6%	24%	0%	13%
Cn1c(-c2ccc(F)cc2)cnc1SCC(=O)NCc1ccco1	-16%	2%	32µM*	5%	-2%	262%[activator]
Cc1oc2c(c1C(=O)N1CCC(C)CC1)C(=O)c1ccccc1C2=O	0.23µM*	-2%	-19%	?	0%	0.093µM*
Cc1ccc(Sc2cc(N3CCOCC3)nc(-c3ccccc3)n2)cc1	?	2%	12%	?	8%	?
Cc1onc(-c2ccccc2)c1C(=O)Nc1ncc([N+](=O)[O-])s1	?	-8%	-3%	?	-11%	35%[activator]
CC(C)n1c(Sc2nccn2C)nc2c1c(=O)n(C)c(=O)n2C	-3%	-1%	2%	1%	-11%	-3%
Cc1ccc(-c2ccc([C@H]3[C@@H]4C=CCC[C@@]4(C)C(=O)N3Cc3ccccc3)c(F)c2)cc1	?	2%	9%	-14%	-1%	13µM*
O=C(Nc1ccnn1C1CCN(Cc2ccc(Cl)cc2)CC1)C1CCCC1	3%	-1%	-11%	-13%	1%	?
COc1ccc(-c2cn(CCO)c(-c3ccc(Cl)nc3)n2)cc1	?	·	1%	48%[activator]	-1%	?
CCc1cc([N+](=O)[O-])cc(CC)c1N	·	-16%	2%	11µM*	?	?
Cc1cccc(-n2c(C)cc(/C=N\NC(=O)c3ccco3)c2C)c1	8.3µM*	-1%	-22%	?	-7%	13%
N#Cc1ccc(OCC(=O)NN2Cc3ccccc3C2=N)cc1	3%	-6%	0%	6%	1%	21%
Cc1nn(-c2ccccc2)c(C)c1C(=O)OCC(=O)NC(=O)NC1CCCC1	-29%	-3%	8%	8.9µM*	-3%	33%[activator]
Cc1ccc(NC(=O)C2(NC(=O)c3cccc(N4C(=O)CSC4c4ccccc4)c3)CCCCC2)cc1 (centres undefined)	?	4%	-4%	?	0%	?
Cc1[nH]c2ccccc2c1C(c1ccncc1)N1CCC(C)CC1 (centres undefined)	27%	-6%	2.5µM*	13%	-8%	0%
O=C(Nc1ccc(N2CCN(C(=O)c3ccco3)CC2)cc1)c1ccc(Br)cc1	?	3%	0%	-3%	0%	?
COc1ccc(C(=O)OCc2csc(C)n2)c(O)c1	162%[activator]	-15%	18%	-8%	3%	131%[activator]
O=C(N/N=C/c1ccccc1[N+](=O)[O-])c1cccs1	158%[activator]	-13%	7%	-7%	-4%	88%[activator]
COc1ccc([N+](=O)[O-])cc1NC(=O)CC1SC(=Nc2cccc(C)c2C)N(/N=C/c2cccc(OC)c2OC)C1=O (centres undefined)	?	2%	·	-8%&-14%	-5%&-6%	?
O=C(COc1ccc(Cl)cc1Cl)OCC(=O)N1CCCc2ccccc21	0%	1%	-1%	1%	5%	31%[activator]
Cc1ccc(C#CC[N+]2(C)CCCCC2)cc1	6.6µM*	1%	1%	15%	-14%	1.9µM*
O=C(Nc1ccc2oc(-c3ccncc3)nc2c1)c1ccc2c(c1)OCCO2	?	4%	-14%	13%	-3%	9.3µM*
OCCC1CN(Cc2cccn2-c2ccccn2)CCN1C1CCCC1 (centres undefined)	0%	1%	-12%	3%	-2%	?
CCOC(=O)NC(=O)c1cn(N(C)c2ncc(C(F)(F)F)cc2Cl)c(=O)[nH]c1=O	1%	-23%	-3%	-9%	-15%	-5%
Cc1ccc(S(=O)(=O)Nc2c(O)c3ccccc3oc2=O)cc1C	29%	2%	-10%	-1%	2%	133%[activator]
Cc1c(Cl)ccc2c1NC(=O)[C@]21N[C@@H](Cc2ccccc2)[C@H]2C(=O)N(c3ccc(F)cc3)C(=O)[C@H]21	?	4%	-10%	?	-2%	·
Cc1ccc(CN2CCCN(Cc3ccc(Cl)cc3)S2(=O)=O)cc1	37%[activator]	1%	-1%	1%	-1%	0%
CC(O)c1nc(C(C)O)n(CC(=O)c2ccccc2)n1 (centres undefined)	?	·	45µM*	2%	1%	-24%
Later entries.
SMILES	Pf growth 48h	LmPK inh	Sm TGR inh	HCV inh	Tb PYK inh	Pf growth 96h
COc1ccc(C)cc1S(=O)(=O)N1CCOCC1	16%	4%	-2%	8%	-24%	36%[activator]
COc1ccc(C(=O)Nc2ccc(N3CCCCC3)cc2)cc1Br	116%[activator]	0%	-5%	?	4%	57%[activator]
O=C(O)c1c[nH]c(=S)n1-c1ccc(F)cc1	7%	-5%	-1%	13%	?	35%[activator]
CC(C)CCN1C(Nc2ccccc2)=NC[C@@H]1CC(C)C	-15%	-1%	76%[activator]	-7%	-7%	-14%
Cn1cc(Cl)c(C(=O)NC2CCCC2)n1	3%	7%	3%	20%	2%	?
Nc1cc(-c2cccc([N+](=O)[O-])c2)[nH]n1	13%	3%	-11%	4%	0%	56%[activator]
COc1ccc(C(=O)NC2(C(F)(F)F)N=C3SCCN3C2=O)cc1 (centres undefined)	61%[activator]	-2%	-3%	11%	-1%	58%[activator]
Cc1cccc(N2CCN(C(=O)C3CCN(S(=O)(=O)N4CCOCC4)CC3)CC2)c1C	-20%	10%	0%	10µM*	-1%	?
Nn1c(COc2ccccc2)nnc1SCC(=O)O	5%	-6%	11%	19%	-3%	-17%
